GC-A act = GC-A (human) enzyme activation | HEK293 GC-A cells, cGMP TR-FRET, EC30 ANP; 0% at EC30 ANP, 100% saturating ANP | activation, % at 10 µM | P16066 | 0.14% of 370,000 active; in the data active means activation above about 40%
DAX1 inh-1 = NR0B1 (DAX1) inhibition; HEK293 Gal4-DAX1 luciferase reporter, luminescence; inhibition, % at 6.75 µM; AID 504766; 0.99% of 340,000 active;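 active means inhibition above the mean over all tested compounds plus 3 SD, cut at about 4.2% in these data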;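 further: 0% = DAX1-transfected cells with DMSO and 100% = empty-vector control cells with DMSO; inhibition shows as a rise in luminescence from relieved DAX1 repression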
Target sequence (P51843 207-470 limits assumed): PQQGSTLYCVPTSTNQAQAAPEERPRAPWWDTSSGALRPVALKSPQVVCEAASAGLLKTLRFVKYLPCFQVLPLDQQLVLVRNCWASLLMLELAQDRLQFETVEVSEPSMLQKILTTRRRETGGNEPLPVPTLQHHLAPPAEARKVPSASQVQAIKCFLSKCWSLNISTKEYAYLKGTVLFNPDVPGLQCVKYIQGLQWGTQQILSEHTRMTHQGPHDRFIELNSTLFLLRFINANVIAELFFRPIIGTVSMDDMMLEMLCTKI
NPR2 activator = GC-B (human) receptor activation. P20594. HEK293-GC-B cells, CNP EC30, cGMP TR-FRET; 0% at EC30 CNP, 100% saturating CNP. activation, % at 10 µM. 0.11% of 370,000 active. AID 1920062;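 active means activation at 10 µM reaching about 35% in either raw or pattern-adjusted values, limit read from the data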
SMARCA2 activ = activators of SMARCA2 function; activation, % at 9.1 µM; AID 652017; 1% of 370,000 active; MG213 cells, MMTV-luciferase reporter, dexamethasone, overnight; in the data active means activation above about 7.8%;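 further: 0% = vehicle wells and 100% = reference activator wells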
hgDAF12 agonist = agonists of H. glycines DAF-12 nuclear receptor; 1.8% of 370,000 active; activation, % at 6.8 µM; AID 687014; HEK293 GAL4-hgDAF12 UAS-luciferase reporter, agonist luminescence; normalized to butyrate control;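 active means activation above a cutoff set at the mean of all screened compounds plus 3 SD, cut at about 10% in these data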;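 further: 0% = DMSO wells and 100% = sodium butyrate wells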
ADAM10 inh = inhibitors of human ADAM10 | 0.62% of 370,000 active | O14672 | AID 720582 | recombinant ADAM10, EDANS/DABCYL FRET peptide cleavage, 3 h | inhibition, % at 7 µM;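 active means inhibition above a per-campaign cutoff equal to the mean of compounds falling between control-based bounds plus 3 SD, cut at about 20% in these data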;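 further: 0% = DMSO wells while the 100% control is not disclosed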
Target sequence (O14672 214-748 limits assumed): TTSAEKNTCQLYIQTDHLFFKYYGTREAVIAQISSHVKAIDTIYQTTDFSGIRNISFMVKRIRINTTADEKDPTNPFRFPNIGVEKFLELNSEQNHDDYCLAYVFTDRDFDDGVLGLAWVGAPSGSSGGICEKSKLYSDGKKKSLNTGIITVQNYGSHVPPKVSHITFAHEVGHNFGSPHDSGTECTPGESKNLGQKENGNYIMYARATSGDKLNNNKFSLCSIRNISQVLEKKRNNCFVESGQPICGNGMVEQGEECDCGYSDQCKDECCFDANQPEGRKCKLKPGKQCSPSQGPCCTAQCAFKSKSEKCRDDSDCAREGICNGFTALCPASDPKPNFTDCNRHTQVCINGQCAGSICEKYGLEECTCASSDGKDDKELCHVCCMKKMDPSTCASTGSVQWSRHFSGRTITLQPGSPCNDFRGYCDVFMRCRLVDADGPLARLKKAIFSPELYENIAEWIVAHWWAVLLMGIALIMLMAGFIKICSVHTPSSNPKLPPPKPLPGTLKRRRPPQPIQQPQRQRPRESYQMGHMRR
HGIII-sPLA2 inh = Blocks human group III sPLA2 activity. QFRET BODIPY PC-A2 liposome hydrolysis, fluorescence. inhibition, % at 12.2 µM. Q9NZ20. 0.56% of 370,000 active. AID 743126;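 active means inhibition above mean plus 3 SD of compounds lying within the high and low control bounds, cut at about 19% in these data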;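 further: 0% = median of test compound wells and 100% = no enzyme DMSO wells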
DAX1 inh-2 = blocks DAX1 repression of SF-1 activated StAR promoter | AID 652010 | inhibition, % at 6.8 µM | HEK293T StAR-luciferase reporter, SF-1/DAX-1 repression relief | 1.1% of 370,000 active;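 active means inhibition above the mean over all tested compounds plus 3 SD, cut at about 3.6% in these data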;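 further: 0% = DAX-1 cells with DMSO and 100% = cells lacking DAX-1 with DMSO; higher inhibition means more luminescence from relief of DAX-1 repression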
FXN GAA850 act = frataxin GAA850 promoter activation | AID 540364 | activation, % at 6 µM | 0.56% of 360,000 active | HEK293 lucGAA850 FXN promoter luciferase reporter, 24 h; percent of 10 µM SAHA response;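 active means activation above the average of all compounds screened plus 3 SD, cutoff fixed separately per campaign, cut at about 7.5% in these data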;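 further: 0% = DMSO wells and 100% = 10 µM SAHA wells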
hcDAF-12 act = activates DAF-12 receptor from parasite H. contortus; HEK293 hcDAF-12 lit1-tk-luc reporter, luminescence; 0% DMSO, 100% Δ7-dafachronic acid; activation, % at 6.8 µM; 1.4% of 370,000 active;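 active means activation above the mean of all tested compounds plus 3 SD, cut at about 5.5% in these data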;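 further: 100% = response to 3 µM Δ7-dafachronic acid high control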
ssDAF-12 act = activators of S. stercoralis DAF-12 nuclear receptor; activation, % at 6.8 µM; 1% of 370,000 active; HEK293 ssDAF-12/GRIP1 lit1-tk-luc reporter, luminescence; % of 3 µM dafachronic acid response; AID 652126;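 active means activation above the mean over all tested compounds plus 3 SD, cut at about 0.9% in these data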;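 further: 0% = DMSO-only wells and 100% = 3 µM delta7-dafachronic acid wells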
* marks the source's active call; other numbers are inactive results; · = no result given. An unsorted share of the library. Share with any hit: about 6.6%.

SMILES	GC-A act	DAX1 inh-1	NPR2 activator	SMARCA2 activ	hgDAF12 agonist	ADAM10 inh	HGIII-sPLA2 inh	DAX1 inh-2	FXN GAA850 act	hcDAF-12 act	ssDAF-12 act
CC1CCN(c2nc(NCc3ccco3)nc(N)c2[N+](=O)[O-])CC1	0	-0.8	-1	-5	-1.6	3	-10	-0.6	6.8	-3.0	-1.5
CC1=NCCN1CCNC(=O)Nc1cc(C)cc(C)c1	5	·	3	-6	0.8	-2	11	0.3	2.5	-1.0	-1.3
Cc1ccc(C)c(NC(=O)Cc2coc3cc4c(cc23)CCC4)c1	3	-0.1	-6	-3	-2.6	-8	6	0.0	-0.2	4.0	-0.4
CCc1nc2cc(NC(=O)C3(C)CCCN(C(C)=O)C3)ccc2o1 (stereo not given)	3	·	1	-3	-1.1	-1	-1	1.8	-1.3	0.1	-0.9
CCOC(=O)c1nn(-c2ccc(F)cc2)c2c1CC/C2=C/c1ccccc1	-2	1.3	-15	1	0.1	-10	2	-0.1	3.0	-1.1	-0.6
CCOc1ccc(N2CC(C(=O)Nc3nnc(Cc4ccc(OC)cc4)s3)CC2=O)cc1 (stereo not given)	3	-0.5	7	-2	2.2	-1	-7	0.3	0.0	-2.1	-0.4
Clc1ccccc1CSc1cc2c(nn1)-c1ccccc1CC2	0	0.7	2	5	11*	10	-2	1.5	3.0	3.9	0.0
CCCS(=O)(=O)NC(=O)C1(C)CCN(C(=O)c2ccco2)C1 (stereo not given)	0	·	7	-1	-1.6	-5	3	0.3	-0.6	-0.6	-1.9
CC(C)N1CCN(Cc2cccc(-c3ccco3)c2)CC1CCO (stereo not given)	0	0.3	1	-2	5.5	12	2	0.3	-0.1	0.1	-0.4
CCC(=O)N(Cc1ccco1)c1nc(C(=O)Nc2ccc(Cl)cc2)c(C)s1	1	-2.2	6	-3	4.1	22*	3	-0.4	4.5	3.1	-0.7
CCc1nc2ccc(C(=O)Nc3ccc(NC(C)=O)cc3)cn2c1N(C)CCCc1ccccc1	-1	·	-4	0	-4.5	11	-32	-0.1	1.8	-2.3	-1.5
Cc1cccc(-n2c(SCC(N)=O)nnc2-c2ccco2)c1	3	0.3	5	-3	-1.7	-8	10	0.1	1.8	-0.6	-1.0
CCN(C(=O)COC(=O)c1n[nH]c2ccccc12)C1CCS(=O)(=O)C1 (stereo not given)	6	-0.7	5	1	1.3	-6	-4	0.0	2.1	2.6	-0.3
CN(C)C(CNC(=O)c1ccc(S(=O)(=O)N(C)C)cc1)Cc1ccccc1 (stereo not given)	1	-0.8	4	-1	-0.8	-3	-3	1.6	0.5	-0.2	-0.8
COc1cc([N+](=O)[O-])ccc1NC(=O)CN1C(=O)NC2(CCCCC2C)C1=O (stereo not given)	4	0.6	-5	-3	0.3	-1	4	0.2	1.7	-0.8	-1.9
COC(=O)C1CCCCN1C(=O)c1ccc2oc(C(C)C)nc2c1 (stereo not given)	2	2.4	3	1	1.8	-7	0	-0.1	3.2	-1.8	-0.7
O=C(O)CSc1nnc(-c2ccncc2)n1-c1ccc(Cl)cc1	5	-0.2	0	-3	-1.4	0	8	0.7	1.4	-0.9	-1.5
O=C(CSc1nnc(Cn2c(=O)sc3ccccc32)n1-c1ccccc1)Nc1nccs1	-5	-0.5	-7	-1	-1.9	-8	-13	0.2	-1.4	1.5	-1.1
COc1ccccc1-c1c(NC(=O)c2ccco2)n(-c2ccccc2)nc(C)c1=O	-1	·	1	0	1.1	2	0	-0.6	·	-1.3	-1.8
Cn1nnnc1SCCNC(=O)C1CCC(=O)N(CCc2cccc(F)c2)C1 (stereo not given)	0	-0.9	2	-2	4.3	7	3	0.6	-0.4	-0.3	-1.1

Individual results from above:
COc1cc([N+](=O)[O-])ccc1NC(=O)CN1C(=O)NC2(CCCCC2C)C1=O (stereo not given) @ HGIII-sPLA2 inh: 4
Clc1ccccc1CSc1cc2c(nn1)-c1ccccc1CC2 @ GC-A act: 0

The main list resumes, repeating the 2 entries before the break.
SMILES	GC-A act	DAX1 inh-1	NPR2 activator	SMARCA2 activ	hgDAF12 agonist	ADAM10 inh	HGIII-sPLA2 inh	DAX1 inh-2	FXN GAA850 act	hcDAF-12 act	ssDAF-12 act
COc1ccccc1-c1c(NC(=O)c2ccco2)n(-c2ccccc2)nc(C)c1=O	-1	·	1	0	1.1	2	0	-0.6	·	-1.3	-1.8
Cn1nnnc1SCCNC(=O)C1CCC(=O)N(CCc2cccc(F)c2)C1 (stereo not given)	0	-0.9	2	-2	4.3	7	3	0.6	-0.4	-0.3	-1.1
CCC(=O)Nc1cc(OC)c(NC(=S)Nc2ccccc2CC)cc1OC	1	0.4	-10	-2	0.0	-7	10	-3.1	-2.1	-1.0	-1.1
Cc1ccc(NS(=O)(=O)c2ccc3c(c2)n(C)c(=O)n3C)cc1C	-3	-0.5	3	-4	-4.1	-3	3	-0.4	1.4	-0.8	-1.6
CCOC(=O)[C@]12CCC=C1N(Cc1ccc3c(c1)OCO3)C(=O)[C@H](CC(=O)NCc1ccc(OC)c(OC)c1)C2	-5	·	-3	-3	2.8	-11	-5	-0.2	·	-2.2	-0.9
COC(=O)COc1cccc(/C=N/NC(=O)CCSc2ccccc2)c1	17	0.1	6	-2	-0.3	4	-11	0.0	1.3	-0.7	-0.8
O=C(Nc1ccc(N=Nc2ccccc2)cc1)c1ccc(Cl)cc1Cl	1	0.0	2	-2	1.9	-2	9	1.0	5.0	-0.5	-1.2
C=CCN1C(=O)C(Cc2ccc(OCC)cc2)SC1=Nc1ccc(C(=O)O)cc1 (stereo not given)	3	0.7	5	-1	2.5	-8	-4	-0.3	1.6	-0.7	-1.1
COCCCN1C(=O)[C@H](CC(=O)NCCC(C)C)[C@]2(C(=O)OC)CCCCC=C12	-2	·	-4	0	-0.5	-8	0	-0.2	·	0.5	-1.3
Cc1c(Cc2ccc3c(c2)OCO3)sc(NC(=O)C2CC2)c1C(N)=O	14	0.0	17	-1	-0.9	-1	10	-0.3	0.2	-1.0	-1.2
CCN(CC)S(=O)(=O)c1cccc(C(=O)OC2CC(C)OC2=O)c1 (stereo not given)	2	3.0	-3	-3	0.2	-5	7	-0.4	-0.9	0.2	0.7
COc1cc(OC)cc(C(=O)N[C@H](C(=O)OCC(=O)NC(=O)c2cccn2C)C(C)C)c1	-4	0.0	-1	-2	-1.6	-12	-2	-0.5	0.4	-0.6	-0.9
COc1ccc(N2CCC(N3CCN(C)C(CCO)C3)CC2)cc1 (stereo not given)	-1	1.4	4	-1	-0.7	-5	-4	-0.1	-0.2	-1.6	-1.6
CCOC(=O)N1CCN(C(=O)COC(=O)c2cccc(S(C)(=O)=O)c2)CC1	-2	0.9	0	2	2.0	-1	9	-0.9	0.6	1.2	-1.2
CCOc1ccccc1N1C(=O)CC(Nc2ccc(N3CCOCC3)cc2)C1=O (stereo not given)	2	-1.4	-2	-2	-1.3	-3	-8	0.5	-2.0	-1.3	-1.0
CC1=C2C3OC(=O)C(C)C3CCC2(C)C=C(Cl)C1=O (stereo not given)	3	0.0	-4	-7	-4.1	-23	16	0.3	1.9	-0.2	-1.3
Cc1ccc(/C=C/C(=O)O)cc1S(=O)(=O)NCCO	1	0.1	5	-1	0.5	5	4	-0.2	2.3	0.1	-1.2
CCOC(=O)c1c(NC(=O)CSc2ncn[nH]2)sc(C(=O)NC)c1C	6	0.4	5	-3	3.0	-7	-12	-0.2	3.2	1.7	-0.9
COc1cc(CNC(=O)Nc2cccn3nc(COCCO)nc23)cc(OC)c1OC	-6	·	-3	-4	-1.5	-12	4	-0.5	-2.3	-0.4	-0.6
Cc1noc(C)c1C1(O)CCCCCCCCCCC1	9	0.8	-10	-2	-1.1	4	-9	-0.1	0.8	-0.9	-0.3
C=C1c2c(Cl)ccc(O)c2C(O)=C2C(=O)[C@]3(O)C(O)=C(C(N)=O)C(=O)[C@@H](N(C)C)[C@@H]3[C@@H](O)C12 (stereo not given in full)	2	-0.7	-5	-3	0.2	-24	4	-0.2	13*	-1.7	-1.7
CN(c1cccc(NC(=O)Nc2cccc(Cl)c2)c1)S(C)(=O)=O	5	-1.9	12	2	3.1	-4	-48	-1.1	-2.3	1.6	-1.3

3 entries out of the list above, ordered by their value in DAX1 inh-2, descending:
SMILES	DAX1 inh-2
O=C(Nc1ccc(N=Nc2ccccc2)cc1)c1ccc(Cl)cc1Cl	1.0
C=C1c2c(Cl)ccc(O)c2C(O)=C2C(=O)[C@]3(O)C(O)=C(C(N)=O)C(=O)[C@@H](N(C)C)[C@@H]3[C@@H](O)C12 (stereo not given in full)	-0.2
Cc1c(Cc2ccc3c(c2)OCO3)sc(NC(=O)C2CC2)c1C(N)=O	-0.3

(next part)
SMILES	GC-A act	DAX1 inh-1	NPR2 activator	SMARCA2 activ	hgDAF12 agonist	ADAM10 inh	HGIII-sPLA2 inh	DAX1 inh-2	FXN GAA850 act	hcDAF-12 act	ssDAF-12 act
Cc1cccc(NC(=O)c2ccc(-n3cncn3)c([N+](=O)[O-])c2)c1	-3	-1.2	-7	0	0.1	-4	9	-1.8	-1.6	-1.7	-1.2
O=C(NCCc1c[nH]c2ccccc12)c1ccco1	2	-0.8	2	3	4.1	-4	-13	-0.4	0.3	0.5	-1.0
CCOc1cc(/C=N/NC(N)=O)cc(Br)c1OCC(=O)Nc1cccc2ccccc12	-11	-2.1	-10	-2	-7.4	-1	-5	-1.8	-2.4	-2.4	-1.7
O=C(COc1coc(CN2CCN(c3ccccc3)CC2)cc1=O)Nc1cccc(F)c1	2	0.7	-1	-2	-0.1	-9	8	0.4	-0.7	-0.6	-1.1
O=C(O)c1cc(S(=O)(=O)N2CC3CC3C2C(=O)O)c(Cl)cc1Cl (stereo not given)	4	0.5	2	-2	-2.2	-2	1	-0.6	-0.3	-0.6	-0.7
O=C(NCN1C(=O)C2C3C=CC(C3)C2C1=O)Nc1cccnc1 (stereo not given)	-2	-0.1	0	-1	3.9	-1	0	0.1	-2.7	-0.5	-0.8
CCCn1c(C(O)c2cc(OC)ccc2OC)nc2ccccc21 (stereo not given)	-10	0.4	0	-2	-1.6	-5	-1	-0.7	-3.1	-1.3	-0.3
O=C(Nc1ccc(-c2noc(CCc3ccccc3)n2)cc1)c1cccnc1	-3	-2.8	-3	1	-2.9	8	-36	-4.7	3.0	-3.9	-2.0
O=C(CCCCn1c(=O)c2ccccc2n(Cc2ccc(F)cc2)c1=O)NCc1ccco1	5	-0.3	0	-1	-1.1	8	2	-1.0	0.1	0.8	-1.0
CCN(C(=O)c1c(N)cnn1C)c1ccccc1	6	0.4	4	-1	4.0	1	1	-0.6	2.5	1.1	-1.4
O=C(NCCN1CCOCC1)NC1(C(F)(F)F)Oc2ccc(Cl)cc2O1 (stereo not given)	2	-0.1	1	-2	-3.5	-3	4	0.2	15*	-0.9	-1.3
CC(c1ccc(NC(=O)OC(C)(C)C)cc1)c1cn(C)c2ccccc12 (stereo not given)	0	·	1	6	14*	3	-37	3.5	·	5.7*	0.2

Compound activity deposited in PubChem BioAssay by several laboratories.
